Assay outcomes: PubChem BioAssay, several laboratories
hK5 inh = human KLK5 protease inhibitors, primary screen, biochemical, 1536-well | inhibition, % at 5 µM | recombinant hK5, fluorogenic AMC substrate cleavage | hit rate 0.59% among 210,000;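 active means inhibition of 40% or more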;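 further: 0% = enzyme controls without compound and 100% = no-enzyme blanks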
PERK inh = block of dimerizer-induced PERK translation repression, primary screen, PERK inhibitor project, CHO PERK-DD cells, SEAP luminescence, HTS | Eukaryotic translation initiation factor 2-alpha kinase 3 (Homo sapiens), Q9NZJ5 | CHO PERK-DD fusion, SEAP luminescence translation reporter | inhibition, % at 5.6 µM | hit rate 0.17% among 220,000 | AID 1416, 2008;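 active means inhibition above the mean inhibition of all tested compounds plus 3 SD, set separately per screening campaign, cut at about 2.9% in these data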;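 further: PERK kinase domain activated by AP20187 dimerizer at 100 nM; 0% = DMSO with dimerizer and 100% = rapamycin at 8.4 µM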
Target sequence (Q9NZJ5 whole entry, looked up, the tested form may be a part): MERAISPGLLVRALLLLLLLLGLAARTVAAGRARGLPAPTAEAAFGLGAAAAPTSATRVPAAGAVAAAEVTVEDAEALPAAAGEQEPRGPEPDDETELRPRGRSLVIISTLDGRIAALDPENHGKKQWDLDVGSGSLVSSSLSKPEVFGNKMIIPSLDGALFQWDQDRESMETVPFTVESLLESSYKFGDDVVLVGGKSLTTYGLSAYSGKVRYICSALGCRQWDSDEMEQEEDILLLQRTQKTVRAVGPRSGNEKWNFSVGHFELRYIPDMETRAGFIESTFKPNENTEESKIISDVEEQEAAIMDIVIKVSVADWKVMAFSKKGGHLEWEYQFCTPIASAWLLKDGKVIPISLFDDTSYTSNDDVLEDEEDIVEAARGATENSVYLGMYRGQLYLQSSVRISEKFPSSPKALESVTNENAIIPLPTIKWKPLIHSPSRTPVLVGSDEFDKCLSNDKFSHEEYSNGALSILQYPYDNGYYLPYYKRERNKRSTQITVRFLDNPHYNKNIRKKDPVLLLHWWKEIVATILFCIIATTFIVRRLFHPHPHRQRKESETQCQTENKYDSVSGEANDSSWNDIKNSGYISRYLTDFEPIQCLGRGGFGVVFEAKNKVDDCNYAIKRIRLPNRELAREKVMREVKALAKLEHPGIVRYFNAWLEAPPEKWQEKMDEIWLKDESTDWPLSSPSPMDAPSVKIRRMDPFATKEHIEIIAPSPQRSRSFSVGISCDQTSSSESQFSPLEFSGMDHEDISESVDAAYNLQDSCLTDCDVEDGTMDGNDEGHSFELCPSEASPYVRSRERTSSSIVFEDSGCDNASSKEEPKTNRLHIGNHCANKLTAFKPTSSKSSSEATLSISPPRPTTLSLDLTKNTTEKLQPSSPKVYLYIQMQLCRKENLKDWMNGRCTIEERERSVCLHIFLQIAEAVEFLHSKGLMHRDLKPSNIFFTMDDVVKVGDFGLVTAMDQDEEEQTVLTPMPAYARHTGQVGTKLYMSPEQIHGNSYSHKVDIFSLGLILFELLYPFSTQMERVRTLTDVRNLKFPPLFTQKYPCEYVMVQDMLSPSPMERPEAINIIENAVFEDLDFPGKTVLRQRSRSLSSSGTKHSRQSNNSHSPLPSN
FXIIa inh = human FXIIa protease inhibitors, primary screen, biochemical, 1536-well. Coagulation factor XII (Homo sapiens), P00748. purified FXIIa, Boc-QGR-AMC fluorogenic substrate, 2 h. inhibition, % at 5 µM. hit rate 0.3% among 220,000. AID 800, 2007; in the data active means inhibition above about 40%;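 further: 0% = enzyme with no compound and 100% = blank without enzyme; many of its hits are not listed in these tables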
Calpain2 inh = inhibitors of pig calpain II, primary screen, biochemical, fluorogenic peptide substrate, 1536-well. purified calpain II, 30 min. inhibition, % at 16 µM. hit rate 0.37% among 220,000;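 active means inhibition above about 50%, limit read from the data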
Thrombin inh = human alpha-thrombin inhibitors, primary screen, counter-screen for coagulation protease inhibitor project, biochemical, 1536-well, fluorogenic AMC substrate; Prothrombin (Homo sapiens), P00734; Boc-VPR-AMC fluorogenic substrate cleavage; inhibition, % at 5 µM; hit rate 0.26% among 220,000; AID 1046, 2008;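 active means inhibition at or above 40%; inactive means inhibition below 40%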;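 further: 0% = enzyme with no compound and 100% = wells without enzyme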
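System: human alpha-thrombin protein; Compound dosing: one concentration per compound, 5 µM, with 0.2% DMSO; Timing: reaction at room temperature; Technique: AMC fluorescence, 355/460 nm; Controls: enzyme without compound as high, wells lacking enzyme as low.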
KCC2 mod = KCC2 cotransporter modulators, thallium flux, primary screen, cell-based, HEK293 KCC2, FluoZin-2 fluorescence, MLSMR; Solute carrier family 12 member 5 (Homo sapiens), Q9H2X9; KCC2 cells, thallium flux FluoZin-2 fluorescence; B-score of Tl+ flux slope (higher = more flux/activation; lower = inhibition) at 10 µM; hit rate 2.2% among 190,000;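 active means thallium flux slope and its plate-corrected score both differing from the plate sample mean at a set confidence after two filtering rounds, in either direction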;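 further: slope of fluorescence scaled to starting intensity during 10 to 20 s after thallium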
FXIa inh = human FXIa protease inhibitors, primary screen, biochemical, 1536-well | purified FXIa, Boc-Glu-Ala-Arg-AMC fluorogenic substrate | inhibition, % at 5 µM | hit rate 0.14% among 220,000;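 active means inhibition of at least 40%; inactive means inhibition below 40%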;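 further: fluorescence of freed AMC excited at 355 nm; 0% = enzyme without compound and 100% = no enzyme blank; many of its hits are not listed in these tables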
Rad51 HR inh = human RAD51 strand exchange inhibitors, primary screen, biochemical, fluorescence. AID 1385, 2008. inhibition, % at 10 µM. hit rate 0.085% among 200,000. hRad51 DNA strand exchange, fluorescence dequenching. DNA repair protein RAD51 homolog 1 (Homo sapiens), Q06609;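 active means inhibition above 40% at the single screening dose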;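 further: 0% = DMSO control wells and 100% = blanks with heterologous ssDNA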
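Material: Human Rad51 nucleoprotein filaments preassembled on unlabelled ssDNA | Also added: Labelled 47-mer dsDNA for strand exchange | Dosing: Single dose, 10 µM final compound | Schedule: 30-min compound preincubation and 15-min exchange, both room temperature | Technique: Fluorescence dequenching at 485/520 nm | Measure: Percent inhibition relative to plate controls and blanks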
Furin inhibitor = human furin inhibitors, primary screen, biochemical, fluorescence intensity; P09958; AID 463115, 2010; purified furin, fluorogenic substrate cleavage; hit rate 0.061% among 220,000; inhibition, % at 30 µM; in the data active means inhibition above about 25%; further: inactives centre near -15
Numbers without * were called inactive; i = inactive; / = not tested or not shown; [ ] = another dose, or the depositor's remark. Not all compounds are listed, so the mix of outcomes need not match the whole.

SMILES	hK5 inh	PERK inh	FXIIa inh	Calpain2 inh	Thrombin inh	KCC2 mod	FXIa inh	Rad51 HR inh	Furin inhibitor
C/C(=N\NC(=O)CNc1ccccc1Cl)C(C)(C)C	3	0.2	14	6	-2	0.68	5	-2	-9[20 µM]
CC(C)(C)c1ccc(C(=O)CSc2n[nH]c(=O)[nH]c2=O)cc1	-18	0.3	13	22	4	-0.3	-6	1	-7[20 µM]
COc1cc(OC)cc(C(=O)NC2CCN(C(=O)N3c4ccccc4Sc4ccccc43)CC2)c1	-7	-1.3	10	-36	-18	-0.94	-1	1	10[20 µM]
COc1ccc(CCNC(=O)Cc2cc(OCc3ccccc3)c(OC)cc2[N+](=O)[O-])cc1OC	-2	-0.6	10	17	1	-0.33	-1	-2	-13[20 µM]
COc1ccc(Cc2nnc(Nc3c(C)cccc3C)o2)cc1OC	3	-1.3	12	9	4	-1.1	3	37	-22
O=C(NCc1cc(C(F)(F)F)cc(C(F)(F)F)c1)C12CN(Cc3ccccc3)CC1C(c1cccc([N+](=O)[O-])c1)=NO2 (stereo not drawn)	-17	0.2	17	-29	1	-0.75	9	3	-24[20 µM]
Cc1nn(-c2cccc(Cl)c2)c2c1C(c1ccncc1)C(C#N)=C(N)O2 (stereo not drawn)	-20	0.2	9	0	-1	-0.44	-8	1	9[20 µM]
Cc1cc(C)nc(NC(=O)CCC2CCCC2)c1	-9	0.0	9	-6	-1	/	2	2	-18[20 µM]
CCCCC(=O)NNC(=S)NC(=O)c1ccc(C)cc1	-8	1.5	4	6	-4	39*	2	1	-10
COc1ccc(CNC(=O)CN(Cc2ccc(OC)cc2)C(=O)c2csnn2)cc1	0	-0.5	5	0	-12	-0.0027	-7	1	-9
COc1ccc(C2c3c(ncn(CCN4CCOCC4)c3=N)Oc3ccc4ccccc4c32)cc1 (stereo not drawn)	-8	-0.7	11	-9	-5	0.16	2	9	-14[20 µM]
CCOC(=O)C(=O)Nc1ccccc1C(=O)NC(C)C	1	-0.9	7	9	-7	/	-4	-10	-13[20 µM]
O=C(c1cnn(C(=O)c2cccc(S(=O)(=O)N3CCOCC3)c2)c1)c1ccccc1O	-4	-0.5	4	1	1	-2.3	-6	8	-11
Cc1ccc(/C=C/C(=O)O)cc1S(=O)(=O)N(C)CCO	8	1.6	4	-3	-3	0.19	5	-2	-12
COc1cccc(N2C(=O)CC(N3CCC(C(N)=O)(N4CCCCC4)CC3)C2=O)c1 (stereo not drawn)	14	0.2	4	-10	-2	/	0	-5	-17[20 µM]
O=C(NCCNS(=O)(=O)c1ccccc1)N1CCOCC1	2	1.4	15	1	4	1	-1	6	-11[20 µM]
Cc1cc(C)cc(NC(=O)N2CCN(S(C)(=O)=O)CC2)c1	-6	2.5	7	5	2	0.83	-1	2	-23
Cc1cccc2cc(/C=C3\N=C(c4ccccc4)OC3=O)c(N3CCOCC3)nc12	-6	0.1	10	-134	6	/	5	/	-7
CCOC(=O)Cn1c(S(=O)(=O)Cc2ccccc2)nc2ccccc21	-7	0.5	2	-35	4	-0.37	5	-1	-22
CCOC(=O)C(=O)Nc1ccc(S(=O)(=O)N2CCOCC2)cc1OC	-5	0.6	-16	6	-3	-0.49	-2	-1	-9[20 µM]
COc1ccc(C2c3ccc(O)cc3Oc3ncn(CCCO)c(=N)c32)cc1OC (stereo not drawn)	-7	1.1	5	-5	2	-0.7	-8	0	-23
COc1ccc2cc(C(=O)C3CCCN(C(=O)c4ccnn4C)C3)ccc2c1 (stereo not drawn)	3	-0.7	5	-308	-1	0.13	5	/	-45
COc1ccc(-c2csc(Cc3nnc4n3CCCCC4)n2)cc1OC	1	-0.6	12	13	-1	/	-1	-3	-19
CCc1nnc(NC(=O)C2=CCN(S(=O)(=O)c3ccc(F)cc3)CC2)s1	3	0.4	2	2	-2	0.85	0	17	-27
CC(C)Sc1nsc2nc(=O)c(/C=C3\C=Nc4ccccc43)c(N)n12	-2	0.9	3	-28	-9	-1.7	-3	-2	-18

The closing four records of the section above open the next one.
SMILES	hK5 inh	PERK inh	FXIIa inh	Calpain2 inh	Thrombin inh	KCC2 mod	FXIa inh	Rad51 HR inh	Furin inhibitor
COc1ccc2cc(C(=O)C3CCCN(C(=O)c4ccnn4C)C3)ccc2c1 (stereo not drawn)	3	-0.7	5	-308	-1	0.13	5	/	-45
COc1ccc(-c2csc(Cc3nnc4n3CCCCC4)n2)cc1OC	1	-0.6	12	13	-1	/	-1	-3	-19
CCc1nnc(NC(=O)C2=CCN(S(=O)(=O)c3ccc(F)cc3)CC2)s1	3	0.4	2	2	-2	0.85	0	17	-27
CC(C)Sc1nsc2nc(=O)c(/C=C3\C=Nc4ccccc43)c(N)n12	-2	0.9	3	-28	-9	-1.7	-3	-2	-18
COc1ccccc1N(CN1CCCC1=O)C(=O)COc1ccccc1	5	1.1	23	-2	5	-0.028	8	-6	-21
CC(NC(=O)Nc1cccc(Cl)c1)C(c1cccs1)N1CCCC1 (stereo not drawn)	-3	-0.2	16	-6	0	1.3	7	21	-25
O=C(Nc1cccc2ccccc12)/C(=C/c1cccc([N+](=O)[O-])c1)NC(=O)c1cccs1	8	-0.3	9	6	13	-1.7	3	-11	-6
Cc1ccc(CNC(=O)c2nnn(-c3cccc(C)c3)c2N)cc1	-11	-1.4	40	45	-5	-1.1	17	6	-22
O=c1cc(N2CCN(c3ccccc3)CC2)[nH]c(=O)n1-c1ccccc1Cl	-21	0.5	10	-26	-2	0.65	-5	-9	-22
O=C(CNC(=O)c1ccc(Br)o1)OCC(=O)c1cccc([N+](=O)[O-])c1	2	0.7	7	-8	-3	-0.005	0	-14	-9
CCC(=O)NC(NC(=S)Nc1ccccc1Br)C(Cl)(Cl)Cl (stereo not drawn)	-15	-0.8	3	-9	-6	0.086	-2	/	-30
Cc1cnc(NC(=O)c2ccc(OCC3CCCO3)cc2)s1 (stereo not drawn)	2	0.2	11	9	-9	0.2	10	-5	2
CCOc1ccc(-n2nnc3c(=O)n(CC(=O)N4CCCc5ccccc54)cnc32)cc1	0	0.3	16	-3	2	0.96	21	-2	-23
Nc1cc(S(=O)(=O)Nc2ccc(Cl)cc2)ccc1N1CCOCC1	5	1.3	10	-3	6	1.1	5	17	-24
O=C(NCc1ccc(Cl)cc1)c1cnccn1	4	0.9	9	-14	-5	0.12	-7	10	-20[20 µM]
CN(C)/C(=N\S(=O)(=O)c1ccccc1)c1ccc([N+](=O)[O-])cc1	-16	1.1	10	-9	3	1.8	6	-4	-7
Cn1cccc1C(=O)C(=O)Nc1ccccc1C(F)(F)F	1	1.2	6	-4	-3	-0.24	0	20	-19
CCN(CC)C1CC(=O)N(c2cccc(C)c2)C1=O (stereo not drawn)	-5	1.7	7	5	0	1.2	-2	-4	-18
Cc1cc(NC(=O)CSc2nnc(C3COc4ccccc4O3)n2N)no1 (stereo not drawn)	0	2.8	4	-13	-1	0.0088	10	1	-34
O=c1c2ccccc2nc2c3ccccc3cnn12	0	0.2	8	-177	-17	-0.16	-5	1	-23
COc1ccc(-c2cc(C(F)F)n3ncc(C(=O)Nc4cnn(Cc5ccccc5)c4)c3n2)cc1	0	1.4	7	-45	-2	0.16	7	/	-27
COC(=O)CSc1nnc(-c2cccs2)n1-c1ccc(Cl)cc1	-13	1.1	12	-36	-11	/	-4	-1	-14[20 µM]
CC1=C(C(=O)OC(C)(C)C)C(c2ccco2)C(C#N)=C(N)O1 (stereo not drawn)	6	0.4	14	-14	2	-0.015	5	-3	-24[20 µM]
C=CCN1C(=O)/C(=C/C(=O)OC)S/C1=N\NC(=O)c1ccccc1	2	0.0	8	1	-8	2	2	/	-2
OCC1(CCc2ccccc2)CCN(Cc2cnc(N3CCCC3)s2)CC1	/	-0.4	22	23	11	-0.47	17	/	2
O=C(Cc1cc(C(=O)O)c2ccccc2n1)Nc1ccccc1	0	0.6	8	-1	-15	0.19	-4	0	2
COc1cc(C(=O)Nc2nc3ccc(S(=O)(=O)N4CCOCC4)cc3s2)cc(OC)c1OC	6	-0.3	17	-54	3	-0.84	4	-7	-18[20 µM]
COc1ccc(N2CCN(C(=O)C(Cc3ccccc3)n3cccc3)CC2)cc1 (stereo not drawn)	-3	-1.0	15	-23	-1	/	6	0	-29
N#Cc1c(-c2ccccc2)cc2nc3ccccc3n2c1N	-34	-0.2	-5	-316	-17	1.9	0	6	-28

Filtered by structure: those above with bromine.
SMILES	hK5 inh	PERK inh	FXIIa inh	Calpain2 inh	Thrombin inh	KCC2 mod	FXIa inh	Rad51 HR inh	Furin inhibitor
O=C(CNC(=O)c1ccc(Br)o1)OCC(=O)c1cccc([N+](=O)[O-])c1	2	0.7	7	-8	-3	-0.005	0	-14	-9
CCC(=O)NC(NC(=S)Nc1ccccc1Br)C(Cl)(Cl)Cl (stereo not drawn)	-15	-0.8	3	-9	-6	0.086	-2	/	-30

More entries:
SMILES	hK5 inh	PERK inh	FXIIa inh	Calpain2 inh	Thrombin inh	KCC2 mod	FXIa inh	Rad51 HR inh	Furin inhibitor
CN(C)NC(=O)c1ccc([N+](=O)[O-])s1	1	1.9	8	-10	-2	-0.041	4	0	-12
COc1ccccc1OCc1nc(C#N)c(NCCCn2ccnc2)o1	-2	0.5	9	-21	-1	-0.14	-4	-5	-13
COc1ccc(C(C)=O)cc1COC(=O)c1ccc(OCc2c(C)noc2C)cc1	-11	-0.3	7	24	-16	0.58	9	-8	-36
Nc1[nH]n(-c2ccccc2)c(=O)c1N=Nc1ccc2ncsc2c1	3	0.6	6	-17	-1	-0.81	26	3	-12
Cn1nc(OCC(=O)O)cc1C(F)(F)F	-4	3.0*	10	28	-4	/	2	0	-9
Cn1ncc2c(O/N=C(\N)c3ccc(C(F)(F)F)cc3)ncnc21	-1	0.1	5	-13	-7	-0.58	-2	/	-21
COc1cc(OC)c(C2=NOC(C(=O)NCCc3ccccc3)C2)cc1Cl (stereo not drawn)	-4	-2.0	-2	-7	-5	/	-15	8	-16[20 µM]
COC(=O)c1cccc(-n2c(CCC(=O)O)ccc2-c2cccs2)c1	6	0.7	5	13	0	-0.17	-5	-4	-2
CCOC(=O)CC(=O)CSc1nc2ccc(C)cc2cc1C#N	-8	1.6	1	-387	-10	-0.25	2	-28	-25
O=[N+]([O-])c1ccc(Sc2ncccn2)c([N+](=O)[O-])c1	-8	0.7	-1	2	-8	-0.58	-6	-9	0
Cc1cccc(OCCC(=O)Nc2cc(S(=O)(=O)N3CCCCC3)ccc2N2CCOCC2)c1	-3	0.9	5	3	-11	0.11	-1	6	-8
CN(C)CCCNc1oc(-c2ccccc2)nc1C#N	-16	0.6	16	i	0	0.63	3	6	-57
Cn1c(=O)c([N+](=O)[O-])c(NCc2ccccc2Cl)c2ccccc21	-10	1.4	2	22	-1	-4.5*	-4	-15	-13
Cc1ccsc1/C=N/Nc1nc(=O)[nH]nc1C	-3	0.9	7	2	-14	0.77	-2	8	-7
CN(C)S(=O)(=O)c1cccc(COC(=O)c2ccc(Cl)cc2O)c1	-4	0.2	2	13	-6	-0.049	-6	31	-11
